Assay outcomes: PubChem BioAssay, several laboratories
Peg3 promoter: Peg3 promoter activity inhibition; HeLa PEG-Prom luciferase reporter, luminescence, overnight; inhibition, % at 20 µM; actives 1.7% (n = 360,000);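 active = inhibition of at least 50% at 20 µM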
MITF TRPM1 inh: MITF TRPM1 promoter inhibition in SK-MEL-5 cells. SK-MEL-5 TRPM1 promoter luciferase, 24 h. inhibition, % at 12.5 µM. actives 0.83% (n = 330,000). AID 488899;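 active = mean inhibition across replicates of 60% or more, whatever share of single replicates reaches that level; inconclusive = some that reach 60%, reason not given; inactive = mean inhibition across replicates below 60%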; note: values of inactives mirror those of a sister screen read the other way
CaV13 FRET inh: Primary screen for inhibitors of IQ motif and Ca2+-dependent inactivation inhibitor domain binding in CACNA1D, Förster resonance energy transfer in living cells, …. inhibition, % at 12.3 µM. AID 743397. HEK cells, CFP/YFP FRET ICDI-IQ, plate reader, 10 min; percent FRET-ratio fall versus neutral wells. actives 0.098% (n = 340,000);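 active = mean replicate inhibition of at least 30% and at least 1% of replicates passing that level; inconclusive = only one of the two criteria is met; inactive = neither criterion is met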;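 note: 0% = median of the neutral control wells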
NR2E3 ag-1: activates human photoreceptor nuclear receptor NR2E3; actives 0.12% (n = 320,000); GST-NR2E3/biotin-RetCOR TR-FRET, 1536-well; inhibition of corepressor binding, % at 4.78 µM; Q9Y5X4; AID 2300;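 active = percent inhibition above the cutoff of mean plus 3 SD of all tested compounds, set per screening campaign, cut at about 20% in these data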;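 note: 0% = DMSO wells and 100% = biotin wells as full block of FRET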
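System: GST-tagged NR2E3 plus biotinylated RetCOR corepressor; Amount: 1.35 nM GST-tagged NR2E3 final; Dosing: single nominal compound dose of 4.8 µM; Schedule: 5 h incubation at 4 °C; Technique: TR-FRET with europium anti-GST and streptavidin-D2, 340 nm excitation; Controls: biotin wells as high control, 0.6% DMSO wells as low control.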
Shn3 3UTR inh: reduces Shn3 3'UTR luciferase signal in osteoblasts; Clone20 osteoblast Shn3 3'UTR firefly luciferase, 24 h; inhibition, % at 12.5 µM; actives 0.52% (n = 360,000);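 active = mean inhibition of at least 75% with every replicate also reaching 75%; inconclusive = mean inhibition at least 75% but some replicate below; inactive = mean inhibition below 75%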;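 note: 0% = median of neutral control wells and 100% = pilot-screen positive control compound; some compounds past the cut are filed as inactive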
KKLEB cytotox: reduces viability of KKLEB cystic fibrosis airway cells | KKLEB CF airway cells viability, ATPlite luminescence, overnight; active compounds read low; cells stimulated with P. aeruginosa culture filtrate | activity change (cytotoxicity), % at 5 µM | actives 0.36% (n = 360,000) | AID 602141;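 active = corrected activity change at or below -50% at 5 µM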
NR2E3 ag-2: agonists of human NR2E3 nuclear receptor; Q9Y5X4; CHO-S Gal4-NCOR/VP16-NR2E3 two-hybrid, luciferase; inhibition of corepressor binding, % at 3.98 µM; actives 0.35% (n = 360,000); AID 602229;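 active = inhibition above the mean of all tested compounds plus 3 SD, cut at about 70% in these data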;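 note: 0% = DMSO with NR2E3 transfected cells and 100% = cells lacking NR2E3 construct; higher means lower luciferase signal from less NR2E3 corepressor binding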
CF NFkB block: cystic fibrosis NF-kB activation inhibition; KKLEB NF-kB-GFP reporter, PAF-induced, GFP fluorescence overnight; inhibition, % at 5 µM; actives 0.86% (n = 360,000); AID 588850;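 active = at least 50% inhibition at 5 µM, scaled per plate between neutral and stimulator controls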;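 note: PAF is a Pseudomonas aeruginosa culture filtrate used as stimulus; plate controls were PAF-stimulated DMSO wells for no effect and unstimulated DMSO wells for full effect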
PDI inh: blocks human protein disulfide isomerase activity; PDI insulin aggregation turbidity, A650, 90 min; inhibition, % at 10 µM; actives 0.052% (n = 350,000); AID 588391;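 active = mean inhibition across replicates of 30% or more, whatever share of single replicates reach that level; inconclusive = mean inhibition below 30% while every single replicate reaches 30%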;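 note: absorbance from insulin aggregation driven by PDI reduction with DTT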
Vif inh: blocks HIV Vif function; HEK293T cells, Vif self-association by quenched fluorescence, imaging, 24 h; inhibition, % at 7.49 µM; actives 0.35% (n = 340,000); AID 602346; in the data active = inhibition above about 50%, passing the limit was not always enough; inconclusive = no clear call, values can overlap the other calls; inactive = below about 31%; note: some results filed as inactive read as strong as hits
HIF-2a inh: inhibitors of HIF-2a; 786-0 RCC cells HIF-2a reporter, luciferase luminescence, overnight; inhibition, % at 18.8 µM; actives 0.72% (n = 360,000); AID 624352;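 active = inhibition of the luminescence signal of 40% or more relative to plate controls, in a single-dose primary screen at 18.75 µM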
* marks the source's active call; other numbers are inactive results; ? = inconclusive; . = not tested or not shown.

SMILES	Peg3 promoter	MITF TRPM1 inh	CaV13 FRET inh	NR2E3 ag-1	Shn3 3UTR inh	KKLEB cytotox	NR2E3 ag-2	CF NFkB block	PDI inh	Vif inh	HIF-2a inh
COC(=O)CN1C(=S)N(c2ccc(F)cc2)C(=O)C1CC(=O)Nc1ccc(F)cc1 (stereo unspecified)	3	-3	-18	3	4	5	18	-1	0	11	16
Cc1ccccc1C(=O)NC(=S)NCc1ccccc1	7	-7	-19	-3	6	4	-12	9	-9	-1	-12
O=C(Cc1ccc(N2CCNC2=O)cc1)N1CCCC(Nc2cccc(F)c2)C1 (stereo unspecified)	13	32	-15	8	27	-14	-2	18	3	8	-1
CCOC(=O)C1CCN(S(=O)(=O)c2cccc(-c3cn4cc(C)ccc4n3)c2)CC1	-3	1	-6	2	55	6	8	-5	-5	64*	-38
O=C(COc1ccccc1[N+](=O)[O-])N(Cc1ccco1)C1CCS(=O)(=O)C1 (stereo unspecified)	2	5	-3	2	-3	8	-6	-13	0	2	15
COc1cc(NS(=O)(=O)c2ccc(NC(=O)/C(=C\c3ccccc3OC)NC(=O)c3ccccc3)cc2)nc(OC)n1	6	-3	-7	1	-33	-8	-16	-19	-8	6	20
O=C(Nc1cccc(F)c1)NC1CCCCCCC1	-273	-116	.	.	-82	-12	-113	15	6	-9	-226
COCc1cccc(-c2csc(C(NC(C)=O)c3cccc(OC)c3)n2)c1 (stereo unspecified)	-19	.	-14	.	-2	3	1	7	-3	15	-24
COc1ccccc1C(=O)Nc1c2c(nn1-c1ccc(Cl)cc1)CS(=O)(=O)C2	7	-6	-9	2	-6	-12	-4	-4	5	26	14
CC(=O)N1c2ccc(S(=O)(=O)N(C)Cc3ccco3)cc2CC1C (stereo unspecified)	-7	-13	-5	1	3	-7	20	0	2	-2	4
Cc1ccc(S(=O)(=O)Nc2ccc(Nc3nccn4c(-c5ccccc5Oc5ccccc5)cnc34)cc2)cc1	14	.	-6	.	20	-12	-6	-6	16	-5	9
CC(=O)Nc1cc(C(=O)OCc2cccc([N+](=O)[O-])c2)ccc1C	-6	-37	-5	3	6	-24	-10	2	-5	-12	-28
COCC(=O)Nc1cccc(C(F)(F)F)c1	9	8	.	-4	-8	1	-9	-2	9	24	13
COCCCNC(=O)CN(c1cc(Cl)ccc1OC)S(=O)(=O)c1ccc(C)c([N+](=O)[O-])c1	20	-9	3	-2	-10	2	25	8	0	-7	16
COc1cccc(NC(=O)c2nc3nc(C)cc(C(F)F)n3n2)c1	-1	-12	-2	1	14	-4	-10	31	.	-3	-19
CCNS(=O)(=O)c1ccc(CCC(=O)N2CCN(Cc3ccccc3)CC2)cc1	8	-5	-5	-2	12	4	-15	-7	-8	-1	8
CC[N+](CC)(CC(=O)Nc1c(C)cccc1C)Cc1ccccc1	-2	-5	-5	2	-3	-9	-5	2	-6	-1	7
CSc1ccc(/C=N/Nc2nc(C)cc(=O)[nH]2)cc1	-94	-37	-7	-2	-39	-2	-37	-2	0	-4	-95
COc1ccccc1OCCNC(=O)CCNC(=O)c1ccccc1OC	6	8	-5	4	3	4	-75	8	-4	-1	1
O=C(COC(=O)Cc1ccc(Cl)cc1)Nc1cc(S(=O)(=O)N2CCOCC2)ccc1N1CCCC1	-3	15	-4	-4	-14	2	-10	-18	0	8	10
CC1=CC(=NOS(=O)(=O)c2ccc(C)cc2)CC(C)(C)C1	-16	.	-4	.	14	-6	13	11	.	3	-5
O=C(O)c1ccc(S(=O)(=O)c2ccc3c(c2)C(=O)N(NC(=O)c2ccncc2)C3=O)cc1	9	-1	-5	4	-3	-12	-32	13	0	11	10
CCCOC(=O)Cn1cnc2scc(-c3ccc(OC)cc3)c2c1=O	32	7	-3	-1	-7	-3	19	-8	1	12	22
CC(C)(C)c1ccccc1NC(=S)NCc1ccccc1	31	-5	-5	-1	-8	13	-38	10	-16	-1	10
Cc1c(NC(=O)c2c(N)sc3c2CCCC3)c(=O)n(-c2ccccc2)n1C	5	11	6	2	15	3	-18	4	0	9	4

Next part, overlapping the part above by two compounds.
SMILES	Peg3 promoter	MITF TRPM1 inh	CaV13 FRET inh	NR2E3 ag-1	Shn3 3UTR inh	KKLEB cytotox	NR2E3 ag-2	CF NFkB block	PDI inh	Vif inh	HIF-2a inh
CC(C)(C)c1ccccc1NC(=S)NCc1ccccc1	31	-5	-5	-1	-8	13	-38	10	-16	-1	10
Cc1c(NC(=O)c2c(N)sc3c2CCCC3)c(=O)n(-c2ccccc2)n1C	5	11	6	2	15	3	-18	4	0	9	4
COc1ccccc1NC(C)=[N+](C)CCNS(=O)(=O)c1ccc(Cl)cc1	-5	9	.	0	2	20	-52	-20	1	4	13
CC1=CC(C)(C)N2C(=O)C(=Nc3ccc(O)cc3)c3cccc1c32	10	78*	-3	4	3	9	-9	13	0	-18	9
CNS(=O)(=O)c1ccc2c(c1)oc(=O)c1cc(S(=O)(=O)NC)ccc12	14	-7	-6	3	-11	10	-9	-5	2	-7	14
CO/N=C(\N)c1ccc([N+](=O)[O-])cc1	-4	1	1	4	2	8	-22	-6	0	0	-9
COc1ccccc1NC(=O)c1c(O)c2ccccc2[nH]c1=O	-35	-9	-4	1	-29	0	-8	-21	1	7	-2
CC1=CC(=O)C2=C(C)CC[C@@H]3[C@H](OC(=O)[C@H]3C)[C@@H]12	-4	-5	-9	0	-2	-12	-9	44	-5	2	20
COCCNC(=S)N(CCc1c(C)[nH]c2ccc(C)cc12)Cc1cccnc1	4	10	-3	0	1	-8	-5	-1	0	-10	18
COc1ccc2ccccc2c1/C=N/NC(=O)CC1(C)OCCCO1	-14	16	-2	-4	-14	1	-14	-7	-3	0	16
CCOC(=O)c1sc2ncnc(NCc3ccco3)c2c1C	-15	-4	-1	3	15	-4	-30	1	3	-1	-3
CC(C)(CNCc1ccccc1)NS(=O)(=O)c1ccc(Cl)cc1	8	-8	-14	.	7	-4	-18	15	4	0	8
C/C=C(\C)C(=O)Nc1cccc(C2=NOC3(C2)C[C@H](C(N)=O)N(C(=O)C(c2ccccc2)c2ccccc2)C3)c1 (stereo partly specified)	-13	-5	-5	2	3	-4	-8	-6	2	-6	4
N#Cc1ccc(CN2CCN(C(=O)CC(NC(=O)c3ccccc3)c3ccccc3)CC2)cc1 (stereo unspecified)	8	-6	-5	0	10	3	-14	5	-5	?	4
COc1ccc(NS(=O)(=O)c2ccc3nc(COc4ccc(Cl)c(C)c4)[nH]c3c2)cc1	25	6	-6	0	49	-5	21	-8	0	0	4
CCN1C(=O)C(C(=O)NC(C)c2ccccc2)C2CC1(C)Oc1ccccc12 (stereo unspecified)	9	3	-5	-2	18	6	8	-12	1	3	11
Cc1ccc(CNC(=O)[C@@H](NC(=O)C2CCN(C(=O)[C@@H](N)CC(C)C)CC2)C(C)C)cc1	0	-7	.	-2	8	-2	-6	5	.	9	14
O=C(O)c1ccc(-n2c(-c3cc(C4CC4)[nH]n3)n[nH]c2=S)cc1	9	3	-3	3	3	-10	-1	10	-2	-1	8
Cc1ccccc1N(C(=O)CS(=O)CC(=O)Nc1ccc(F)cc1)C(C)C(=O)NC(C)(C)C (stereo unspecified)	1	2	-2	1	1	-7	-2	1	3	6	3
CCC(C)(C)C(=O)O[C@H]1C[C@@H](C)C=C2C=C[C@H](C)[C@H](CC[C@@H]3C[C@@H](O)CC(=O)O3)[C@H]21	43	-19	-4	0	71	19	56	19	3	5	13
N#C/C(=C\C=C\c1ccccc1)c1nc(-c2ccc(Cl)cc2)cs1	-1	3	-28	-2	1	1	-9	-2	3	-2	16
COc1ccccc1/C=C/CN1CCNC(=O)C1CC(=O)NCCc1cnccn1 (stereo unspecified)	11	2	-5	3	14	6	-5	7	0	.	-3
CC(/C=C/c1ccc2c(c1)OCO2)=N/NC(=O)c1ccncc1	8	-2	-4	0	-14	4	-21	-10	1	13	21
COc1cc(C(=O)NCc2nnc(SCC(=O)Nc3nc4ccccc4s3)o2)cc(OC)c1OC	-28	-5	-3	-3	-4	-9	-23	-4	-3	2	-25
CC(=O)c1ccc(NC(=S)Nc2ccc(Br)c(Cl)c2)cc1	-52	-6	-7	2	2	11	-19	-6	3	9	-187
CCn1cc(C(=O)OCC(=O)N(C)C2CCS(=O)(=O)C2)c(=O)c2ccc(C)nc21 (stereo unspecified)	-1	4	-4	-3	-24	-6	-8	2	-3	-2	7
Cc1ccc(C)c(S(=O)(=O)NCCCN2CCOCC2)c1	9	4	-5	1	-38	12	11	-5	0	4	13

Additional records:
SMILES	Peg3 promoter	MITF TRPM1 inh	CaV13 FRET inh	NR2E3 ag-1	Shn3 3UTR inh	KKLEB cytotox	NR2E3 ag-2	CF NFkB block	PDI inh	Vif inh	HIF-2a inh
O=C(NCC(c1ccc(F)cc1)N1CCOCC1)c1ccc(Br)o1 (stereo unspecified)	13	7	-7	4	5	-5	20	-9	-7	5	-9
COc1ccc(-c2nn(-c3ccccc3)cc2C2CC(c3cccs3)=NN2C(=O)CCC(=O)O)cc1 (stereo unspecified)	18	0	-6	-2	-8	7	0	1	-6	6	18
O=C(N=C1SC2CS(=O)(=O)CC2N1c1ccc(Cl)cc1Cl)C1CC1 (stereo unspecified)	21	1	-7	0	6	16	4	6	2	-1	7
Cc1ccc(NC(=O)C2=NNC(=O)CC2)cc1F	-85	-37	-5	-1	-35	-5	-18	8	11	-4	-120
C[C@@H]1CCCN1[C@H]1CS(=O)(=O)N[C@@H]1COCc1ccccc1	-7	.	-8	.	-10	22	16	-14	.	.	1
Cc1cnc(N)nc1-c1ccccc1	-3	.	-11	.	10	-2	-17	22	-10	.	3
CCOC(=O)C1=C(C)NC(=O)NC1/C=C/c1ccccc1OC (stereo unspecified)	9	-3	-2	-1	13	2	-13	-9	3	-2	16
Fc1cccc(F)c1-c1nc2c(s1)CCc1onc(-c3ccc(Br)cc3)c1-2	-34	-18	-4	2	-13	3	-46	13	-2	13	-14
O=C(Cc1ccc(Cl)cc1)Nc1cccc(S(=O)(=O)N2CCCCC2)c1	19	14	-4	-1	38	-6	-15	2	0	-12	-2
O=C(NCc1ccc(F)cc1)C1CCCN(C(=O)Nc2ccc(F)cc2)C1 (stereo unspecified)	11	-3	-4	-1	11	7	17	15	0	5	8
O=C(CSc1ncccn1)N1CCCCCC1	-7	-11	-2	.	-8	-10	-16	15	-2	.	-1
O=C1c2ccccc2S(=O)(=O)N1CC1CC(c2ccc(Cl)cc2)=NO1 (stereo unspecified)	-348	-34	-2	0	-68	4	-181	-10	-11	-4	-254
CCCc1c(CC)c(=N)c2ccccc2n1C	17	10	-7	3	20	9	-5	-5	1	2	-3
CCCCCn1c(SC(C)C(C)=O)nc2c1c(=O)[nH]c(=O)n2C (stereo unspecified)	9	.	-8	3	7	-8	4	29	-16	2	7

Compounds were not picked by outcome, and some 3.3% of all compounds hit somewhere here.
